# cytoskel mod – modifiers of F-actin cytoskeleton organization, primary screen, imaging, HUVEC, phalloidin staining, high-content imaging; HUVEC TNFa F-actin phalloidin imaging; 91,000 tested, 0.18% active; inhibition, % at 2 µM;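 active means inhibition above the batch mean plus 3 SD and confirmed as a hit by visual image inspection, cut at about 30% in these data, passing the limit was not always enough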; further: strong numbers were not always called active
# PTPN22 inh 2 – PTPN22 phosphatase inhibitors, primary screen, biochemical, DiFMUP fluorescence, 2 µM | inhibition, % at 2 µM | recombinant LYP catalytic domain | Tyrosine-protein phosphatase non-receptor type 22 (Homo sapiens), Q9Y2R2 | AID 640, 2007 | 96,000 tested, 0.21% active;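 active means inhibition at 2 µM at or above a set limit, the screen mean plus 3 SD, cut at about 24% in these data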;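 further: 0% = DMSO with enzyme and 100% = enzyme fully blocked by orthovanadate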
# FAK blocker – FAK kinase inhibitors, primary screen, biochemical; Focal adhesion kinase 1 (Homo sapiens), Q05397; biochemical FAK kinase activity assay; inhibition, %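 (tested at 7 µM)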; 97,000 tested, 0.84% active; in the data active means inhibition above about 19%;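 further: 0% = DMSO and 100% = reference compound high control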
# Target sequence (Q05397 whole entry, looked up): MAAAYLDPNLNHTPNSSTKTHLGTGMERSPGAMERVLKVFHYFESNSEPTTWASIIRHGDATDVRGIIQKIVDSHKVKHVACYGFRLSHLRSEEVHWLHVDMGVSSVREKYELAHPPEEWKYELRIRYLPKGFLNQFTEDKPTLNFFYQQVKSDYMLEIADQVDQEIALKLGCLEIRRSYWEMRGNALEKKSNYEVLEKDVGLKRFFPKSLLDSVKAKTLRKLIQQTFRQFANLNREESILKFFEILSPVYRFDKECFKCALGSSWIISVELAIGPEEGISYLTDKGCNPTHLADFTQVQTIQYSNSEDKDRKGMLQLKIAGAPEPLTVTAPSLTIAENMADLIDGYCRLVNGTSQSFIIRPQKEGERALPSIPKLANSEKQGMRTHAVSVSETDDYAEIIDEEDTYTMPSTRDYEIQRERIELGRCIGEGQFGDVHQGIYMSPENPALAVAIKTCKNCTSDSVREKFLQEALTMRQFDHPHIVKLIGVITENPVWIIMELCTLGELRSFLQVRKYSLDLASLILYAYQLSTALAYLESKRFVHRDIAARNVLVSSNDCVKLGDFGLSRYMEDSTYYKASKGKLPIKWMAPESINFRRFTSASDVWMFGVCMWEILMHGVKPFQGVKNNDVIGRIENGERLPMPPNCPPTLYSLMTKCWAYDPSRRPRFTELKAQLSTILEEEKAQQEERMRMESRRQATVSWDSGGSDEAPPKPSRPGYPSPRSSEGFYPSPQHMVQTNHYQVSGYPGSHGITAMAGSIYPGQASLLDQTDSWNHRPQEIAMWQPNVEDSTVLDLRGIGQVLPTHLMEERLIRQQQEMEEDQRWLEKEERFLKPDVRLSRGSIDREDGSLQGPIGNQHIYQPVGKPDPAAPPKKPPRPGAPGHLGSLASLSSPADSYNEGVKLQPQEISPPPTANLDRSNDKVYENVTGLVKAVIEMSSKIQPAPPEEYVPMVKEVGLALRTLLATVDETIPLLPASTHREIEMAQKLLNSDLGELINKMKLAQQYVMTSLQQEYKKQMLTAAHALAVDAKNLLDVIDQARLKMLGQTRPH
# LYP act – LYP phosphatase activators, primary screen, biochemical, DiFMUP fluorescence, 2 µM. Tyrosine-protein phosphatase non-receptor type 22 (Homo sapiens), Q9Y2R2. recombinant LYP; 0 = plate median, 100 = signal doubled. activation, % at 2 µM. 96,000 tested, 0.11% active;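 active means activation at 2 µM above a set limit, the mean plus 5 SD, cut at about 37% in these data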
# VCAM1 TNFa inh – inhibitors of TNFa-induced VCAM1 expression, primary screen, imaging, HUVEC, TNFa stimulus, immunofluorescence | inhibition, % at 2 µM | 95,000 tested, 0.48% active | HUVEC TNFa-induced VCAM-1 immunofluorescence, high-content imaging | AID 802, 2007;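 active means inhibition above the batch mean plus 3 SD, with images confirmed as a hit by eye, cut at about 37% in these data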;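 further: 0% = TNF-stimulated DMSO wells and 100% = unstimulated control wells; not every result past the cut was called active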
# HUVEC tox TNFa – cytotoxicity in TNFa-stimulated HUVEC, primary screen, cytotoxicity control for VCAM1 expression modulator project, imaging, Hoechst nuclei count | HUVEC TNFalpha-stimulated, Hoechst cell count | cell count reduction, % at 2 µM | 93,000 tested, 0.17% active | AID 848, 2007;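 active means cell count reduction exceeding the screen mean by over 5 SD, scaled to untreated wells per plate, cut at about 78% in these data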;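 further: cells counted after 24 h of TNF alpha exposure following the 1 h pretreatment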
# ERa SRC1 inh – ERα–SRC-1 coactivator interaction inhibitors, primary screen, biochemical, TR-FRET, ERα LBD, estradiol-bound; Estrogen receptor (Homo sapiens), P03372; TR-FRET ER-alpha LBD / SRC-1 peptide; inhibition, % at 25.6 µM; 86,000 tested, 1.7% active; in the data active means inhibition above about 50%;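 further: 0% = receptor plus peptide control and 100% = peptide only without receptor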
# HUVEC tox IL1B – cytotoxicity in IL-1B stimulated HUVEC, primary screen, cytotoxicity control for IL-1B NFkB translocation project, imaging, Hoechst nuclear count, IL-1B stimulus | cell count reduction, % at 2 µM | AID 845, 2007 | 94,000 tested, 0.41% active | HUVEC cell count loss;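 active means cell count reduction more than 3 SD above the screen-wide mean, cut at about 70% in these data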;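 further: normalized per plate to untreated control cells as the no-loss baseline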
# PTK2B oligo ant – antagonists of Pyk2 self-association, primary screen, Q293 cells, FERM NanoBiT luminescence, HTS; stronger effect = lower value; z-score (the deposit names both 25 µM and 10 µM); Protein-tyrosine kinase 2-beta (Homo sapiens), Q14289; AID 1347419, 2020; 99,000 tested, 0.83% active;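 active means Z-score of -3 or lower, scaled per plate to the spread of control and sample wells; inactive means z-score above -3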;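 further: negative z-score means lost luminescence so less FERM oligomerization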
# The depositor's hits bear a star; nt = not tested or not shown; [ ] = another dose, or the depositor's remark.
SMILES,cytoskel mod,PTPN22 inh 2,FAK blocker,LYP act,VCAM1 TNFa inh,HUVEC tox TNFa,ERa SRC1 inh,HUVEC tox IL1B,PTK2B oligo ant
Cc1cccc(C)c1N1CCN(c2ccc3nnc(C(F)(F)F)n3n2)CC1,1,9,-2,-7,25,nt,7,6,-2.2
CC(=O)N(C(C)=O)c1cccc2c(N(C(C)=O)C(C)=O)cccc12,0,9,8,-5,-2,-9,-3,9,1.1
COc1ccc(CCn2c(N)c(C(=O)NCc3ccco3)c3nc4ccccc4nc32)cc1OC,7,14,2,-14,6,-34,0,6,-1.7
O=S(=O)(c1cccs1)N1CCN(CC(O)COc2cccc(Br)c2)CC1 (configuration not stated),-13,0,-4,0,94*,55,nt,3,1.1
CCC(C(=O)NCc1ccccc1OC)n1nc(C)n2c(cc3occc32)c1=O (configuration not stated),1,3,1,-4,1,-35,-7,3,1.8
CCOC(=O)c1c(-c2cccs2)csc1NC(=O)CN1CC(C)OC(C)C1 (configuration not stated),-3,6,0,-8,10,-52,1,-43,-2.1
Cc1ccc(N2CC(C(=O)Nc3ccncc3)CC2=O)cc1 (configuration not stated),-5,-8,1,4,15,-41,-3,2,0.7
O=C(c1ccc(Cn2cc(Br)cn2)cc1)N1CCN(c2ccccc2)CC1,-5,0,2,0,26,6,-6,-24,-0.49
O=c1c(-c2nc3ccccc3s2)cccn1Cc1ccc(Cl)c(Cl)c1,-13,18,-3,-16,5,-14,nt,-13,-0.62
C(=C\c1ccccc1)/C=N/Nc1nc(N2CCOCC2)nc(N2CCOCC2)n1,20,4,-6,-2,-3,-10,nt,-8,-0.93
Nc1nc2n(n1)C(c1cccc(Br)c1)CC(c1ccc(F)cc1)N2 (configuration not stated),-19,-2,4,1,17,20,1,10,nt
O=C(CN(Cc1ccco1)C(=O)CCC(=O)Nc1nccs1)NCc1ccccc1,2,5,-3,-4,-4,-38,-3,-31,1.4
COC(=O)c1[nH]c2cccc(Cl)c2c1NC(=O)CN1CCCCC1C (configuration not stated),10,-12,2,9,-11,-23,-9[fluorescence artefact?],-20,0.23
C=CCNC(=O)CCCOc1cc(C)ccc1C,4,-1,0,1,-13,-5,-5,9,1.2
COc1ccc(-c2cn3c(C)c(C(=O)Nc4cc(NC(C)=O)ccc4OC)sc3n2)cc1,7,2,-2,-1,11,-17,11,-35,0.46
CCOC(=O)C(=CNc1cccc(C)n1)C(=O)OCC,18,-5,-1,7,10,-12,nt,-95,0.4
Cc1nn(-c2ccc(F)cc2)c(Cl)c1/C=C(\CCC(=O)O)c1nc2ccccc2s1,-7,6,7,-9,9,-14,1,6,0.9
CCc1cc(=O)oc2cc(C)cc(OC(=O)c3ccco3)c12,20,-2,1,-1,2,-29,-4,-13,-0.75
O=C(O)C1C2CCC(C2)C1C(=O)Nc1cc(F)ccc1F (configuration not stated),6,-11,-1,10,-1,-14,-12,-120,0.81
CCc1ccc(S(=O)(=O)NC(CC(=O)O)c2ccccc2)cc1 (configuration not stated),3,-7,-10,7,13,-12,nt,7,1.6
CCOC(=O)c1cnc(-n2cc(C)cn2)nc1Nc1ccccc1OC,13,12,1,-14,7,-12,-5,-11,-0.99
Cn1c(=O)c2c(nc(NCc3ccco3)n2Cc2ccccc2Cl)n(C)c1=O,-9,3,1,-4,2,8,-6,-14,1.1
O=C(NC1CCCCC1)C1CCCN1S(=O)(=O)c1cccc2nsnc12 (configuration not stated),24,-4,-1,6,-2,-1,2,-10,-0.02
CCN(CC)C(=O)c1cnn(-c2ccccc2)c1NC(=O)c1ccco1,15,-7,-1,6,2,-22,0[fluorescence artefact?],2,0.11
COC(=O)c1cc2ccccc2c(-c2c(OC)c(C(=O)OC)cc3ccccc23)c1OC,4,11,1,-8,-15,-7,nt,-3,-2.6

# Structures above shown as hits in VCAM1 TNFa inh.
structure | cytoskel mod | PTPN22 inh 2 | FAK blocker | LYP act | VCAM1 TNFa inh | ERa SRC1 inh | PTK2B oligo ant
O=S(=O)(c1cccs1)N1CCN(CC(O)COc2cccc(Br)c2)CC1 (configuration not stated) | -13 | 0 | -4 | 0 | 94* | nt | 1.1

# Returning to the listing, starting four compounds before the break.
SMILES,cytoskel mod,PTPN22 inh 2,FAK blocker,LYP act,VCAM1 TNFa inh,HUVEC tox TNFa,ERa SRC1 inh,HUVEC tox IL1B,PTK2B oligo ant
Cn1c(=O)c2c(nc(NCc3ccco3)n2Cc2ccccc2Cl)n(C)c1=O,-9,3,1,-4,2,8,-6,-14,1.1
O=C(NC1CCCCC1)C1CCCN1S(=O)(=O)c1cccc2nsnc12 (configuration not stated),24,-4,-1,6,-2,-1,2,-10,-0.02
CCN(CC)C(=O)c1cnn(-c2ccccc2)c1NC(=O)c1ccco1,15,-7,-1,6,2,-22,0[fluorescence artefact?],2,0.11
COC(=O)c1cc2ccccc2c(-c2c(OC)c(C(=O)OC)cc3ccccc23)c1OC,4,11,1,-8,-15,-7,nt,-3,-2.6
COc1ccccc1-c1ccc(Nc2cccc(C(F)(F)F)c2)nn1,-5,-20,0,19,-6,-11,-15,-28,-0.66
O=C(CCn1c(=O)c2ccccc2n(Cc2ccccc2)c1=O)NCc1ccc2c(c1)OCO2,0,8,0,-8,-23,8,49[fluorescence artefact?],nt,0.48
COc1ccc(C2CC(=O)C3=C(C2)Nc2ccccc2N(C(C)=O)C3c2ccco2)cc1 (configuration not stated),30,-9,3,6,4,-22,1,16,-1.7
CN(C)c1ccnc(Oc2ccc(F)cc2)c1C#N,-24,2,-2,1,-15,10,nt,12,1.4
COc1ccc(OCCC(=O)OCc2c(C)noc2C)cc1,9,14,-1,-11,16,-15,nt,2,1.5
Cc1ccc(CCN2C(=O)CCC2(C)C(=O)NCc2cccnc2)cc1 (configuration not stated),-3,2,1,-3,-5,-11,0,10,0.23
CCCOc1ccc(CC(CC(=O)O)(C(=O)O)C(=O)O)cc1,nt,-3,-4,2,12,-10,-5,-2,0.77
COc1ccccc1N1CCN(C(=O)c2ccc(S(=O)(=O)N3CCCCCC3)cc2)CC1,-19,-4,-1,3,8,-13,-2,-3,0.51
CCOCN(C(=O)Cn1c(COC)nc2ccccc21)c1c(C)cccc1CC,6,-11,0,10,6,8,-5,-3,0.06
CN(C)c1ccc(/C=N/c2cc(-c3ccccc3)nn2-c2ccccc2)cc1,-21,-3,-1,5,-26,-36,nt,8,-0.39
CCc1ncc(C(O)c2cccc(OC)c2OC)n1C (configuration not stated),2,-2,3,-1,5,-2,-2,90*,-0.09
CCn1c(-c2ccccc2O)n[nH]c1=S,-20,2,2,-3,2,5,3[fluorescence artefact?],2,0
CCCCC1(CCCC)NC(=S)N(Nc2ccc(C)cc2)C1=O,nt,4,2,-8,6,-12,21,-19,-0.37
CCOc1ccc(S(=O)(=O)Nc2ccccc2SC)cc1,2,-7,3,10,12,1,2,-10,-1.7
COc1ccc(C)cc1NC(=O)C1CC(=O)OC12CCCCC2 (configuration not stated),-9,-6,2,8,6,-8,0,24,-0.33
CCCCCCNc1cc2n(c(=O)n1)CCc1cc(OC)c(OC)cc1-2,13,8,6,-9,-4,-8,-13,6,-1
CCn1c(COc2ccc(C)cc2)nnc1SCc1ccc(C#N)cc1,-16,4,0,-1,-3,-7,-7,16,-0.24
O=C(O)Cc1ccc(C(=O)c2ccc(Cl)cc2)s1,-13,0,0,1,-21,-7,3,7,0.58
Cc1cc(C)nc(N2CCCC(C(=O)Nc3ccc4c(c3)OCO4)C2)n1 (configuration not stated),5,1,-1,-2,-1,-9,-10,-6,0.54
CCOC(=O)Cc1csc(NS(=O)(=O)c2ccccc2)n1,0,5,2,-2,9,-20,nt,8,0.24
CC(C)CCOc1ccc(C(=O)O)cc1,4,0,0,-2,-2,-15,-2,17,0.26
CC(=O)Nc1nonc1NC(=O)c1ccc(C(C)(C)C)cc1,-4,58*,-1,-59,1,-8,1,-2,-0.89
CCCn1cc(S(=O)(=O)CC(=O)Nc2ccc(OC)cc2OC)c2ccccc21,2,-1,0,2,7,-19,2,38,0.49
C=CCNc1nc(N2CCCCC2)c(C#N)c2c1CN(Cc1ccccc1)CC2,28,5,10,-6,25,-9,14[fluorescence artefact?],-39,-0.28
CCCC(=O)Nc1sc2c(c1C#N)CCCC2,4,9,3,-6,15,8,-1,20,-0.93

# Further compounds.
SMILES,cytoskel mod,PTPN22 inh 2,FAK blocker,LYP act,VCAM1 TNFa inh,HUVEC tox TNFa,ERa SRC1 inh,HUVEC tox IL1B,PTK2B oligo ant
Cn1ccnc1SCC(=O)Nc1ccc2c(c1)COC2=O,22,11,5,-8,-7,26,24,27,-0.19
O=c1[nH]nc(CSCc2ccccc2Cl)[nH]1,8,9,1,-10,18,-4,-1,0,0.35
O=C(Nc1ccccc1)C(Cc1cccs1)c1nn[nH]n1 (configuration not stated),-1,5,1,-8,6,-17,-1,-5,-0.31
O=C(c1ccco1)N(CCCN1CCOCC1)c1nc(-c2ccc(F)cc2)cs1,1,0,1,-1,nt,nt,1,-8,-0.2
Cc1ccc(C(=O)OCC(=O)c2ccc(Cl)s2)s1,1,-7,2,4,1,-31,18,2,-0.17
CCOC(=O)c1c(C)nc2c3ccccc3ccn12,-4,-7,4,6,-2,-16,-35,-26,-0.81
O=C1C2ON(c3ccccc3)C(c3ccccc3F)C2C(=O)N1c1ccccc1 (configuration not stated),-2,19,-2,-19,1,4,-8,-112,0.9
Cc1ccccc1CN1C(=O)C(O)(CC(=O)c2ccncc2)c2ccccc21 (configuration not stated),3,12,4,-13,1,-13,-1,17,1.3
Cc1[nH]c(-c2ccco2)nc1C(=O)O,nt,-2,-2,0,10,-2,2[fluorescence artefact?],-79,-0.12
Cc1ccc(N2CC(C(=O)Nc3nccs3)CC2=O)cc1Cl (configuration not stated),-8,-1,-1,0,2,-11,-2,9,-0.63

# Entries shown so far containing bromine:
SMILES,cytoskel mod,PTPN22 inh 2,FAK blocker,LYP act,VCAM1 TNFa inh,HUVEC tox TNFa,ERa SRC1 inh,HUVEC tox IL1B,PTK2B oligo ant
O=S(=O)(c1cccs1)N1CCN(CC(O)COc2cccc(Br)c2)CC1 (configuration not stated),-13,0,-4,0,94*,55,nt,3,1.1
O=C(c1ccc(Cn2cc(Br)cn2)cc1)N1CCN(c2ccccc2)CC1,-5,0,2,0,26,6,-6,-24,-0.49
Nc1nc2n(n1)C(c1cccc(Br)c1)CC(c1ccc(F)cc1)N2 (configuration not stated),-19,-2,4,1,17,20,1,10,nt

# Compounds listed so far that have a CF3 group, in the order listed:
SMILES,cytoskel mod,PTPN22 inh 2,FAK blocker,LYP act,VCAM1 TNFa inh,HUVEC tox TNFa,ERa SRC1 inh,HUVEC tox IL1B,PTK2B oligo ant
Cc1cccc(C)c1N1CCN(c2ccc3nnc(C(F)(F)F)n3n2)CC1,1,9,-2,-7,25,nt,7,6,-2.2
COc1ccccc1-c1ccc(Nc2cccc(C(F)(F)F)c2)nn1,-5,-20,0,19,-6,-11,-15,-28,-0.66

# Source: PubChem (several laboratories)

# Outcome played no part in choosing rows; any-hit rate near 3.8%.
